H9c2 TAG inh: reduces triacylglycerol accumulation in H9c2 cells | AID 651582 | Nile Red lipid (TAG) fluorescence; cells loaded with 200 µM oleic acid | inhibition, % at 12.5 µM | 230,000 compounds, 0.66% hits;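 active means pattern-corrected inhibition of lipid staining of at least 50% with the nuclear-stain viability signal not falling by more than 50%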;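 further: 0% = DMSO wells and 100% = triacsin C control wells; some results filed as inactive read as strong as hits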
H9c2 TAG inh DAPI viability: recorded beside H9c2 TAG inh, whose call it bears; DAPI nuclei signal change (viability), lower = more cytotoxic, %;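 whole-well DAPI fluorescence read on a plate reader as a viability signal; minus 50 percent equals half of cells still viable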
Starred values were filed as active, the others as inactive. A portion of the library; the hit share may differ from the screen's.

Values run as follows: H9c2 TAG inh, H9c2 TAG inh DAPI viability
CS(=O)(=O)N1N=C(c2ccco2)CC1c1cccc([N+](=O)[O-])c1 (configuration not stated)
→ -13, 23
CC1(c2ccc3ccccc3c2)NC(=O)N(CC(=O)N2CCC(C(N)=O)CC2)C1=O (configuration not stated)
→ 13, 8
CCOC(=O)Nc1ccc(OC)cc1S(=O)(=O)N1CCCCC1
→ -4, -8
Cc1nc(SCC(=O)NC2CCS(=O)(=O)C2)c2c3c(sc2n1)CCCC3 (configuration not stated)
→ 3, -8
CC(C)CC(=O)N(Cc1ccc(F)cc1)C1CCS(=O)(=O)C1 (configuration not stated)
→ 0, -3
CCn1c(SCC(=O)Nc2ccc(C(=O)OC)cc2)nnc1-c1cccs1
→ 10, 6
COc1ccc(CCNC(=O)CCc2ccc(S(=O)(=O)NCC(C)C)cc2)cc1OC
→ 11, -1
CC1(C)Cc2c(sc(/N=C/N3CCCCCC3)c2C#N)C(C)(C)N1
→ 4, 2
COc1ccc(Br)cc1CNc1ccc2[nH]c(=O)[nH]c2c1
→ 2, 17
O=C1NC(=O)C(c2ccccc2)(c2ccc(Cl)cc2Cl)N1 (configuration not stated)
→ -5, 3
O=C(/C=C/c1ccccc1[N+](=O)[O-])c1ccc(F)cc1
→ 6, -2
COc1ccccc1NC(=O)N(Cc1ccc2c(c1)OCO2)Cc1nc2ccccc2c(=O)[nH]1
→ 29, -5
CC(C)(CO)NC12CC3CC(CC(C3)C1)C2
→ -1, -1
CC(=O)c1ccc(OCc2cc(C(=O)N3CCCCCCC3)no2)cc1
→ -12, -9
CCCCc1c(O)c2ccccc2[nH]c1=O
→ -28, 10
CC(=O)Nc1ccc(NS(=O)(=O)c2cc(C)sc2C)cc1
→ -7, -1
Cc1cccc(-c2nc3ccccc3c3nncn23)c1
→ -42, 3
O=C1OC2(CCCCC2)OC(=O)C1=CNc1nc2ccccc2s1
→ 6, -3
CCOC(=O)CNC(=O)Cn1cnc2sc(C)c(S(=O)(=O)N3CCC(C)CC3)c2c1=O
→ 6, 1
O=C(CSc1nnnn1Cc1ccccc1)N1CCN(c2ccccc2)CC1
→ 6, -9
CC1=C(C#N)C(=O)NC(=O)/C1=C\c1ccc(-c2cc(C)c(C)cc2[N+](=O)[O-])o1
→ 4, -9
CCOc1cc(/C=N\NC(=O)c2c(C)nc3ccccn23)ccc1O
→ 11, 2
COc1ccc2[nH]c(O)c(N=NC(=O)c3ccc(NS(=O)(=O)c4cccs4)cc3)c2c1
→ -8, -2
Cc1cc(C)c(S(=O)(=O)Nc2ccccc2C(=O)N2CCCC2)c(C)c1
→ -47, -2
O=C(NNC(=O)c1cccc(Cl)c1)NNC(=O)c1cccc(Cl)c1
→ 19, -6
Cc1n[nH]c(=O)c2c(NC(=O)CSc3nnc(C4CC4)n3C)oc(C)c12
→ -47, 6
CCCOc1ccc2oc(=O)c3c(c2c1)CCCN3C(=O)CN(C)Cc1ccccc1
→ -42, 8
Cc1ccc(NC(=O)C2CCN(S(=O)(=O)c3cccs3)CC2)c(O)c1
→ 10, -4
C[C@@H]1CN([C@@H](C)CO)S(=O)(=O)c2ccc(C#Cc3cccc(F)c3)cc2O[C@@H]1CN(C)CC1CC1
→ 7, 18
Cn1c(=O)oc2cc(S(=O)(=O)N3CCOCC3)ccc21
→ -8, 14

Profiles from above. Order of screens: H9c2 TAG inh | H9c2 TAG inh DAPI viability
Profile of CCOC(=O)Nc1ccc(OC)cc1S(=O)(=O)N1CCCCC1 → -4 | -8
Profile of Cc1cccc(-c2nc3ccccc3c3nncn23)c1 → -42 | 3
Profile of CC(=O)Nc1ccc(NS(=O)(=O)c2cc(C)sc2C)cc1 → -7 | -1
Profile of CC(=O)c1ccc(OCc2cc(C(=O)N3CCCCCCC3)no2)cc1 → -12 | -9
Profile of O=C1NC(=O)C(c2ccccc2)(c2ccc(Cl)cc2Cl)N1 (configuration not stated) → -5 | 3

Carrying on.
Values run as follows: H9c2 TAG inh, H9c2 TAG inh DAPI viability
Cc1c(N=C2NN=C(c3c[nH]c4ccccc34)CS2)c(=O)n(-c2ccccc2)n1C
→ 8, -1
COc1ccccc1N1CCN(C(=O)c2nn(-c3ccccc3OC)c(=O)c3ccccc23)CC1
→ 3, -10
COc1cc(OC)c2c(-c3cccc(-c4cccc(C)c4)c3)cc(=O)oc2c1
→ -32, -43
c1ccc2c(c1)OCC(CNc1ncnc3nc[nH]c13)O2 (configuration not stated)
→ -6, 2
COc1ccc2c(=O)c3c(=O)n(CCc4ccccc4)c(C)nc3oc2c1
→ 1, 5
CC(C)CCNC(=O)c1nnc(Cc2ccc(Cl)cc2)o1
→ -12, 0
CC(=O)Nc1ccc(NC(=O)CSc2nnc(NC(=O)C3CC3)s2)cc1
→ -16, 8
COc1cc(C[C@H](C)[C@H](C)Cc2ccc3c(c2)OCO3)ccc1O
→ -15, 8
CCOC(=O)N1CCC(N2CCN(Cc3ccc(C)o3)C(CCO)C2)CC1 (configuration not stated)
→ -10, 8
CCCCCCN1C[C@@H](n2cc(COC(=O)c3ccccc3)nn2)[C@H](O)C[C@@H]1c1ccc(OC)cc1
→ 0, -3
CC1=C(C(=O)OCc2ccccc2)N2C(=O)[C@@H](NC(=O)COc3ccccc3)[C@H]2SC1
→ -8, -4
CCOC(=O)C1CCN(C(=O)COC(=O)c2oc3ccccc3c2C)CC1
→ -21, -2
Cn1c(SCC(=O)NCc2ccc3c(c2)OCO3)nnc1-c1cccs1
→ 3, 4
COC(=O)c1sc2nc(C)nc(SCC(=O)N3CCC(C(=O)O)CC3)c2c1C
→ 0, 6
O=C(NC1(C(F)(F)F)N=C2SCCN2C1=O)c1cccnc1 (configuration not stated)
→ 3, 15
Cc1ccc(NC(=O)C/C(N)=N/OC(=O)Nc2cccc(Cl)c2)cc1
→ -9, 3
O=C(COC(=O)COc1cccc(F)c1)NCC1CCCCC1
→ 0, -10
CC1(C)N([O-])C2=C(c3ccccc3C2=O)[N+](=O)C1(C)C
→ 14, 5
CCOC(=O)CSc1nnc(-c2c[nH]c3ccccc23)n1CC
→ 10, -5
COc1cc(/C=C/C(=O)Nc2ccc(OC)c(S(=O)(=O)N3CCOCC3)c2)ccc1OCC#N
→ 2, 1
Cc1cc(C(=O)COC(=O)c2ccc(O)cc2)c(C)n1CCc1ccc(F)cc1
→ 4, -5
CC(Sc1nnc(-c2ccco2)n1N)C(=O)NCC1CCCO1 (configuration not stated)
→ 8, -9
C/C=C(\C)C(=O)NNC(=O)c1sc(-c2ccccc2)nc1C
→ 10, -10
CC1(C)OC1(C#N)c1ccccc1 (configuration not stated)
→ 9, 8
Cc1oc(-c2cccc(Cl)c2)nc1CS(=O)(=O)CC(=O)NCCN1CCOCC1
→ 0, 2
CC(NC(=O)/C(C#N)=C/c1ccc(C(=O)O)cc1)c1ccccc1 (configuration not stated)
→ 5, -1
C[C@@H]1COC(=O)[C@H](CC(=O)OC(C)(C)C)C/C=C\C[C@H](CC(=O)NCCO)C(=O)N1
→ 19, -4
CN(C)c1ccc(C(=O)Nc2nc3c(s2)CCCC3)cc1
→ 11, 2
CCN(C(=O)CSc1nnc(-c2ccc3c(c2)OCO3)o1)C1CCS(=O)(=O)C1 (configuration not stated)
→ -13, 1
CCC(C)/C(C)=N/Nc1ccc(S(N)(=O)=O)cc1[N+](=O)[O-] (configuration not stated)
→ 17, -12

Ordered by heavy-atom count (low to high): part of the list above
Values run as follows: H9c2 TAG inh, H9c2 TAG inh DAPI viability
O=C(NC1(C(F)(F)F)N=C2SCCN2C1=O)c1cccnc1 (configuration not stated)
→ 3, 15
COc1ccc2c(=O)c3c(=O)n(CCc4ccccc4)c(C)nc3oc2c1
→ 1, 5
Cc1cc(C(=O)COC(=O)c2ccc(O)cc2)c(C)n1CCc1ccc(F)cc1
→ 4, -5

Continuation.
Values run as follows: H9c2 TAG inh, H9c2 TAG inh DAPI viability
Cc1ccc(Cl)cc1-c1cc(C(=O)NCc2cc(C(F)(F)F)cc(C(F)(F)F)c2)[nH]n1
→ 16, 2
CCN(CC)CCOC(=O)c1ccc(NC(=O)CSc2nnc(-c3cccs3)n2CC)cc1
→ -3, 6
CC1CCC2(CC1)NC(=O)N(NC(=O)CCc1c[nH]c3ccccc13)C2=O (configuration not stated)
→ -2, 3
COc1ccc(NC(=O)COC(=O)c2cc(OC)c(OC)c(OC)c2)c([N+](=O)[O-])c1
→ 3, -6
CC[C@H](NC(=O)c1c(C)c(-c2ccccc2)nc2ccccc12)c1ccccc1
→ -6, 6
CCOC(=O)N1CCC(c2cc(=O)n(-c3ccccc3)[nH]2)CC1
→ 3, 3
COc1ccc2oc(C(=O)OCC(=O)N3CCCCC3)c(C)c2c1
→ -12, 5
Oc1c(Cl)cc(Cl)cc1/C=N/NC(=S)NC1CC2C=CC1C2 (configuration not stated)
→ -6, 10
O=C(O)CCSCC(=O)Nc1c(C(=O)C2CC2)oc2ccccc12
→ 9, -10
O=C(NC1CCCc2ccccc21)C1CCN(S(=O)(=O)c2cnc[nH]2)CC1 (configuration not stated)
→ -15, 6
CCCCCCN1C[C@H](n2cc(COC(=O)c3ccccc3)nn2)[C@@H](O)C[C@@H]1c1ccc(Cl)cc1
→ -8, -15
O=C(Cc1cccs1)N1CCN=C1SCc1cccc(F)c1
→ -6, -1
CC(=O)O[C@@H]1[C@H](OC(=O)CC(C)C)c2c(ccc3ccc(=O)oc23)OC1(C)C
→ 16, 1
COc1cccc2c(=O)n(CC(=O)Nc3ccccc3F)ccc12
→ 4, -3
CC1CN(S(=O)(=O)c2cccc(C(=O)NCCc3ccc(S(N)(=O)=O)cc3)c2)CC(C)O1 (configuration not stated)
→ -7, 3
Cc1cc(C)n2nc(C(=O)OCC(=O)Nc3ccc4c(c3)OCO4)nc2n1
→ -1, -5
CN(N)c1nc(C(F)(F)F)nc2ccccc12
→ 4, 3
CCOc1ccc(NS(=O)(=O)c2cc(NC(=O)CCNC(=O)c3ccco3)ccc2OC)cc1
→ 13, -4
Cc1cccc(NC2CNC(=O)NC2=O)c1 (configuration not stated)
→ 8, -8
CCNc1nc(NCC)nc(Oc2ccc(C(=O)OC)cc2)n1
→ -5, 0
COc1ccc(OCCCC(=O)Nc2cc([N+](=O)[O-])ccc2C)cc1
→ 6, -13
CC(=O)Nc1cc(-c2cccc(C(=O)NCCO)c2)cn2c(-c3ccc(F)cc3)cnc12
→ 6, -1
COc1ccc(OC)c(NC(=O)c2ccc(CN3CCOCC3)cc2)c1
→ 13, -3
C=CCNC(=O)c1ccc(N(Cc2ccc(Cl)cc2)S(C)(=O)=O)cc1
→ 4, 6
COc1ccc(S(=O)(=O)NC(C)C(=O)NC2CC2)cc1C (configuration not stated)
→ -7, 3
COc1ccc(NC(=O)CSc2nnc(-c3ccncc3)n2CC2CCCO2)c(OC)c1 (configuration not stated)
→ -4, -3
CCOC(=O)/C(C#N)=N/Nc1ccccc1C#N
→ 1, 0
C=CCN1C(=O)c2ccc(C(=O)N(CCC)CC(=O)Nc3ccccc3C)cc2C1=O
→ 15, -2
CCCOc1ccc(F)cc1-c1cc(C(=O)NCc2cccc(Cl)c2)[nH]n1
→ 2, -1
CC1(NC(=O)C2CCCCC2)CCS(=O)(=O)C1 (configuration not stated)
→ -1, -3
Cc1nc(N)sc1C(=O)N/N=C/c1ccco1
→ 1, -8
COc1ccc(C)cc1S(=O)(=O)N(CC(=O)NC1CCCC1)c1ccc(F)cc1
→ -6, -4
Cc1ccc(NC(=O)CN(C)C(=O)Cn2nnc(-c3ccccc3C)n2)cc1
→ -27, -1
CSc1nnc(C)c(=O)n1COC(=O)c1ccc([N+](=O)[O-])cc1
→ 13, -9
CCOc1ccccc1CN1CCN(Cc2c[nH]c3ccccc23)CC1CCO (configuration not stated)
→ 0, 8
COc1cc(C(=O)Nc2ccc(NC(C)=O)cc2)ccc1OCc1ccccc1
→ -8, -4
CC1(C(=O)O)CCCN(C(=O)/C=C/c2ccccc2)C1 (configuration not stated)
→ -1, 5
COc1ccc(OC)c(S(=O)(=O)N/N=C(/C)c2ccc3c(c2)OCO3)c1
→ 3, -2
COCCCNC(=O)c1csc([C@H]2C[C@H](O)[C@@H](CO)O2)n1
→ -7, 7
CCOC(=O)C1(Cc2ccccc2)CCN(Cc2ccc(C)s2)CC1
→ -8, 22
O=C(Nc1cccc(-c2nc3ccccc3s2)c1)c1cc(=O)c2ccccc2o1
→ -7, 10
Cc1nn(C(C)(C)C)c(OC(=O)c2ccc3c(c2)OCO3)c1S(=O)(=O)c1ccccc1
→ 7, -1
Cc1ccc(C(=O)NCC(=O)O)cc1S(=O)(=O)N1CCCCC1
→ 15, -12
CCc1nnc(NC(=O)CSc2nc3c(c(=O)n2-c2ccccc2OC)SCC3)s1
→ -4, -8
Cc1cc2cc(CNC(=O)c3ccc(S(=O)(=O)N4CCOCC4)cc3)ccc2[nH]1
→ 16, 7
Cc1cccc(N2C(=O)CC(Cn3nc(C)cc3C)C2=O)c1 (configuration not stated)
→ -3, 2
O=C(O)c1ccc(N/N=C/c2cccc3cccnc23)cc1
→ 6, -3
CCn1c(SCC(=O)Nc2ccc(OC)cc2)nnc1-c1ccco1
→ 8, -4
CCCCCCNS(=O)(=O)c1nc2nc(C)cc(C)n2n1
→ -11, -5
Cc1cc(=O)[nH]c(N/N=C/c2ccc(Br)s2)n1
→ 4, -1
NCCc1nc(-c2ccccc2)cs1
→ -13, 14
CCN(C1CCCCC1)S(=O)(=O)CCNC(=O)c1ccccc1
→ -1, -3
CCN(CC)CCN(C(=O)c1ccc(C(=O)c2ccccc2)cc1)c1nc2c(OC)cccc2s1
→ -10, 8
O=C1CCCCCN1Cc1ccccc1
→ 1, -1
